# Screening results: PubChem, National Center for Advancing Translational Sciences (NCATS)
# D1 antagonist = human D1 dopamine receptor antagonism; P21728; activity change, negative = inhibition, % at 10 µM; actives 3.2% (n = 360,000); HEK293 TREx D1 cells, calcium flux, dopamine EC80; hits give low values; in the data active means activity change below about -30%; further: on the % scale 0 is the no-effect control and ±100 the full control effect
#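 Allosteric or orthosteric antagonism assessed as attenuation of the calcium response to EC80 dopamine, added 180 s after compound, in induced HEK293 Trex D1 cells loaded with no-wash calcium dye.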
# D2 antagonist = D2 dopamine receptor (human) antagonism. HEK293 TREx D2 cells, calcium flux, dopamine EC80. inhibition, % at 10 µM. actives 2% (n = 340,000). AID 485344; in the data active means inhibition above about 30%; further: 0% is about no effect
# Target sequence (P14416 whole entry, looked up): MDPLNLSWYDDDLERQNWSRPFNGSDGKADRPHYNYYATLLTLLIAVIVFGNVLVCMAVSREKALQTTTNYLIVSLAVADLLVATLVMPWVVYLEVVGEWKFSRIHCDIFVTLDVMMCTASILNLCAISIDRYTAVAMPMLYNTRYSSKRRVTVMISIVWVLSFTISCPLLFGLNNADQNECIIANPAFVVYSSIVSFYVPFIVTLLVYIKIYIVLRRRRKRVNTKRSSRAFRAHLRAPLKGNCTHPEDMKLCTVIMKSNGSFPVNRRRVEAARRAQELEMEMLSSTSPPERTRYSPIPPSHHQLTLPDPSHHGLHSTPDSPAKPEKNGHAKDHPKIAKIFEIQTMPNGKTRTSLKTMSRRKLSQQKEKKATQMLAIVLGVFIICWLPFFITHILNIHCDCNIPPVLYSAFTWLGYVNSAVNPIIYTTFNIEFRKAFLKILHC
#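 Calcium mobilization kinetics were recorded at 1 s intervals in tetracycline-induced HEK293 T-REx D2 cells, first for 180 s after compound addition and then 180 s after EC80 dopamine.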
# D2 PAM = positive allosteric modulators of human D2 dopamine receptor; HEK293 T-REx D2, calcium flux, EC20 dopamine potentiation; potentiation, % at 10 µM; P14416; actives 0.34% (n = 340,000);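 active means potentiation over 3 SD above the plate norm, cut at about 30% in these data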; further: 0% is about no effect
#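 Primary screen. Calcium kinetics in induced HEK293 T-REx D2 cells: compound pre-addition 180 s, EC20 dopamine, 180 s more.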
# D1 potentiator = human D1 dopamine receptor positive modulation; P21728; HEK293 TREx D1 cells, calcium flux, dopamine EC20 potentiation; potentiation, % at 10 µM; actives 0.036% (n = 360,000); AID 504651; in the data active means potentiation above about 30%; further: 0% is about no effect
# TRHR enhancer = TRH receptor (human) allosteric enhancement. TRHR cells, fluo-8 calcium fluorescence, EC20 TRH enhancement. enhancement, % at 2 µM. actives 0.66% (n = 360,000). AID 493056; in the data active means enhancement above about 30%; further: 0% is about no effect
# Target sequence (P34981 whole entry, looked up): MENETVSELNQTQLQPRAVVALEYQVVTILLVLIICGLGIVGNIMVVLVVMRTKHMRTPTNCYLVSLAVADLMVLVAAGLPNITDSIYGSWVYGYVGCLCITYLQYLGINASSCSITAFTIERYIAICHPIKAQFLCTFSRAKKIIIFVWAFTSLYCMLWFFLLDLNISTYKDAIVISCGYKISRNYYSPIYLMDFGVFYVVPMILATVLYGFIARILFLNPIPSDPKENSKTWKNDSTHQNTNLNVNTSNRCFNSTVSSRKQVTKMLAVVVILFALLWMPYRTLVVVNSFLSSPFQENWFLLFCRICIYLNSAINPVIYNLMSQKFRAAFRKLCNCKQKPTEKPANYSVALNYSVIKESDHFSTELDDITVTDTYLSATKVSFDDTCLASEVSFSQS
#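 Enhancer read-out: after compound pinning and an initial kinetic agonist-mode read, an EC20 of TRH (10 nM final) was injected and fluo-8 calcium signal (Ex 480/Em 530) followed at 1 s/cycle for 100 cycles in TRHR-expressing cells.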
# D2 agonist = activates the human D2 dopamine receptor. P14416. HEK293 T-REx D2 cells, calcium flux agonist mode. activation, % at 2 µM. actives 0.53% (n = 340,000);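 active means activation over 3 SD above normal in the single-dose calcium agonist read, cut at about 30% in these data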; further: 0% is about no effect
#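 Agonism scored from kinetic calcium signal (1 read/sec, 180 s) following compound pin transfer, after a 10 s baseline. Cells: HEK293 Trex line expressing inducible D2 receptor coupled to calcium, dye-loaded after overnight culture at 30 C.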
# RXFP1 antagonist = RXFP1 (human) relaxin receptor antagonism; activity change, negative = inhibition, % at 57.5 µM; HEK293-RXFP1, relaxin-stimulated cAMP HTRF, 30 min; hits give low values; actives 0.59% (n = 350,000);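 active means activity change of -60% or lower, but not beyond a set lower limit; inconclusive means change between -60% and -40%, or beyond the set limit; inactive means change above -40%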; further: on the % scale 0 is the no-effect control and ±100 the full control effect
# D1 agonist = activates the human D1 dopamine receptor; P21728; actives 1% (n = 360,000); HEK293 T-REx D1 cells, calcium flux, agonist mode; AID 504660; activation, % at 2 µM; further: 0% is about no effect
#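 Inducible HEK293 T-REx D1 cells, force-coupled to calcium signalling, were plated at 4000 cells/well with tetracycline and held overnight at 30 C. After no-wash calcium dye loading, compound-evoked calcium rise over 180 s flagged agonists.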
# TRHR ag = activates the human TRH receptor; P34981; TRHR cells, calcium flux fluo-8, FDSS agonist mode; activation, % at 2 µM; actives 0.18% (n = 360,000); AID 493084; further: 0% is about no effect
#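 TRHR-expressing cells, plated overnight in medium with 10% serum, were loaded with fluo-8 calcium dye at room temperature. After a 10 s baseline, library compound was pin-added and calcium release was recorded kinetically (ex 480/em 530) as agonist response.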
# An asterisk follows results filed as active; ? = inconclusive; / = not tested or not shown. Unless noted, no stated cut-off is given here; in the data, active means activation above about 30%; inactive means the rest.
molecule	D1 antagonist	D2 antagonist	D2 PAM	D1 potentiator	TRHR enhancer	D2 agonist	RXFP1 antagonist	D1 agonist	TRHR ag
CCCCCOC(=O)c1ccc(OC(=O)c2sc3ncn(Cc4cccc(F)c4)c(=O)c3c2C)cc1	2	/	13	1	-7	/	-11	1	0.8
COc1cccc(Oc2cnc(N)nc2-c2ccc(OC)cc2O)c1	30	-3	13	2	5	-0.2	-7	-1	-1.1
Cc1nnc(NC(=O)COc2ccccc2)s1	4	-17	3	-7	5	1.2	16	2	0.3
ONC(=Nc1cccc(C(F)(F)F)c1)c1cccnc1	-6	6	13	-1	0	0.1	9	1	0.6
CCc1nc2ccc(C(=O)NC3CCC(C)CC3)cc2nc1CC (configuration not stated)	10	-7	-2	-1	3	0.2	18	-1	0.5
CCn1c2ccccc2c2cc(NC(=O)CSc3nnc(-c4cccc(Cl)c4)o3)ccc21	1	-3	7	4	4	0.4	/	0	0.1
CCOC(=O)N1CCN(c2nc3ccccc3n3cnnc23)CC1	5	-6	22	2	12	-0.4	8	0	0.0
C=CCNC(=O)C1CC(=O)N(c2ccc(OCC(=O)Nc3c(C)cccc3C)cc2)C1 (configuration not stated)	-1	9	-8	7	6	0.0	4	0	0.2
C=CCNC(=O)CC(=O)N/N=C/c1ccccc1F	-4	-7	6	8	32*	-0.1	-16	2	0.5
COc1cc(C(O)P(=O)(OC(C)C)OC(C)C)cc(OC)c1OC (configuration not stated)	8	10	4	-2	2	2.5	5	0	0.5
O=C(NC1CCN(C(=O)Nc2ccc(F)cc2)CC1)c1ccccc1F	2	-18	-18	-4	-12	-0.1	-4	0	0.7
CCN(Cc1ccccc1)C(=O)Cn1c(=O)oc2ccccc21	-29	10	3	-3	0	3.7	7	2	-1.3
N#C/C(=C/c1ccc([N+](=O)[O-])cc1)C(N)=O	-21	16	-7	-2	-2	0.6	-11	5	2.0
COc1ccc2nc(C)cc(Nc3ccc(N4CCOCC4)cc3)c2c1	-2	-8	13	1	-3	0.4	-16	0	-0.8
NC(N)=N/N=C/c1ccccc1Cl	2	8	-5	-3	2	1.4	9	9	1.5
CSC(=NC#N)N1CCN(c2ccccn2)CC1	-1	-4	3	-3	10	0.8	3	1	-0.9
Cn1nnc(NC(=O)c2ccc3ccccc3c2)n1	3	/	/	3	1	/	-35	-3	-0.1
N#Cc1cc(-c2ccccc2)cn(Cc2c(Cl)cccc2Cl)c1=O	-2	-3	2	-2	2	-0.3	8	2	-0.1
Cc1cc(NC(=O)CCCN2C(=O)/C(=C/c3ccccc3Cl)SC2=S)no1	-8	1	6	1	-1	-0.3	-4	1	0.0
Cc1cc(SCC(=O)NCc2ccccc2)nc(=O)[nH]1	/	/	-5	-2	1	0.6	/	-4	0.1
O=C(Nc1ccc2c(c1)OCCO2)C1CCN(S(=O)(=O)c2ccc(Br)s2)CC1	-25	7	-3	-5	2	-0.5	-5	2	-0.3
CC(c1ccncn1)N(C)C(=O)c1ccc2oc(Cc3ccccc3)nc2c1 (configuration not stated)	1	15	13	6	-2	0.2	7	2	0.5
Cc1ccc(S(=O)(=O)N(C)c2ccc(C(=O)NCCc3ccccc3)cc2)cc1	-12	-13	3	-6	2	-0.9	1	5	0.3
O=C(c1ccc2c(c1)N(Cc1ccccc1F)C(=O)c1ccccc1S2(=O)=O)N1CCCCC1	5	/	-1	-2	-1	-0.7	/	4	0.2
COCc1c(Br)c(C)nc(OCC(=O)N/N=C/c2ccc(C)o2)c1C#N	-2	-8	6	5	6	-0.5	-7	1	-0.5
COC(=O)C1=C(C)NC(C)=C(C(=O)OC)C1c1ccccc1[N+](=O)[O-]	-13	/	/	2	4	/	-12	14	2.7
Cc1cc(CSC(=N)N)c(CSC(=N)N)cc1C	-95*	10	-23	-3	-23	0.0	-9	2	0.8
Cc1ccc(NC(=O)CC2C(=O)NCCN2C(=S)Nc2ccccc2)c(C)c1 (configuration not stated)	0	-3	-2	-2	11	0.3	-6	0	-0.3
C/C(CC(=O)NC1CCCCC1)=N\NC(=O)COc1ccc(C)cc1Br	-16	-19	6	0	4	-0.4	9	5	1.2
CCc1ccc(N2CC(C(=O)N3CCCCCC3)CC2=O)cc1 (configuration not stated)	2	-12	20	1	-1	-0.1	-7	0	0.2

# Of the compounds above, 5 have fluorine.
molecule	D1 antagonist	D2 antagonist	D2 PAM	D1 potentiator	TRHR enhancer	D2 agonist	RXFP1 antagonist	D1 agonist	TRHR ag
CCCCCOC(=O)c1ccc(OC(=O)c2sc3ncn(Cc4cccc(F)c4)c(=O)c3c2C)cc1	2	/	13	1	-7	/	-11	1	0.8
ONC(=Nc1cccc(C(F)(F)F)c1)c1cccnc1	-6	6	13	-1	0	0.1	9	1	0.6
C=CCNC(=O)CC(=O)N/N=C/c1ccccc1F	-4	-7	6	8	32*	-0.1	-16	2	0.5
O=C(NC1CCN(C(=O)Nc2ccc(F)cc2)CC1)c1ccccc1F	2	-18	-18	-4	-12	-0.1	-4	0	0.7
O=C(c1ccc2c(c1)N(Cc1ccccc1F)C(=O)c1ccccc1S2(=O)=O)N1CCCCC1	5	/	-1	-2	-1	-0.7	/	4	0.2

# 2 successive compounds from above, quoted:
molecule	D1 antagonist	D2 antagonist	D2 PAM	D1 potentiator	TRHR enhancer	D2 agonist	RXFP1 antagonist	D1 agonist	TRHR ag
C/C(CC(=O)NC1CCCCC1)=N\NC(=O)COc1ccc(C)cc1Br	-16	-19	6	0	4	-0.4	9	5	1.2
CCc1ccc(N2CC(C(=O)N3CCCCCC3)CC2=O)cc1 (configuration not stated)	2	-12	20	1	-1	-0.1	-7	0	0.2

# Further results follow.
molecule	D1 antagonist	D2 antagonist	D2 PAM	D1 potentiator	TRHR enhancer	D2 agonist	RXFP1 antagonist	D1 agonist	TRHR ag
Cc1ccc(C(=O)NCCNc2ccc(Cl)cc2[N+](=O)[O-])o1	-2	-19	-6	0	-4	0.5	-7	2	-0.8
CCc1noc(C)c1C(=O)N(C)CC(=O)Nc1ccc(Cl)c(Cl)c1	8	23	-7	2	15	-0.3	-10	22	2.8
CCOc1cc(/C=C2\C(=O)N(Cc3ccco3)C(C)=C2C(=O)OC)ccc1O	-3	/	/	-4	3	/	?	2	-0.8
CCOC(=O)C1CCCCN1C(=O)CCc1c(C)nc2cc(-c3ccccc3)nn2c1C (configuration not stated)	-10	33*	5	/	0	0.5	/	0	0.0
COc1ccc(S(=O)(=O)N(CC(=O)N2CCN(c3ccccc3)CC2)c2ccccc2)cc1	-1	-1	-3	-2	-2	-0.2	-6	1	-0.7
C=CCn1c(N)c(C(=O)Nc2ccccc2OC)sc1=S	-13	-31	15	0	-3	-0.7	9	0	-0.8
O=C(O)c1ccc(NS(=O)(=O)/C=C/c2ccccc2)cc1	6	7	-2	-7	2	8.1	-4	6	0.1
CCCCCC/C(C=O)=C\c1ccccc1	/	-8	-14	-2	2	-0.8	/	-2	-0.7
O=C1CC(Cc2ccc(Cl)cc2)C(=O)N1c1ccncc1 (configuration not stated)	4	2	3	-2	-2	-0.4	-2	-1	0.0
Cc1nnc(SCC(=O)NC2CCCc3c2cnn3-c2ccccc2F)o1 (configuration not stated)	-39*	-7	11	-1	7	2.0	3	1	0.6
CSC1=NCCN1C(=O)C(C)Oc1ccccc1 (configuration not stated)	-8	1	7	-5	-3	0.4	/	-1	0.6
CC(C)c1cc(O)c(-c2ccccc2)c(=O)n1-c1ccc(Cl)cc1	-12	5	6	2	1	-0.1	10	5	0.2
Cc1cccc(N2CCN(C(=O)Cc3c(C(=O)O)[nH]c4ccc(Cl)cc34)CC2)c1C	4	4	-2	-6	4	1.6	-8	2	0.0
COc1ccc(NC(=O)CCn2cc(C)c3ccccc32)cc1	4	20	-7	-6	6	-0.4	-14	5	1.1
CCNC(=S)N/N=C/c1cccc(/C=N/NC(=S)NCC)c1	4	-1	-3	-1	9	0.1	4	9	0.4
COc1ccc(N2CCN(C(=O)C3CCCO3)CC2)cc1 (configuration not stated)	9	9	7	5	-3	0.0	-16	5	0.4
CCC(NS(=O)(=O)c1ccc(OC)cc1)C(=O)NCCC1=CCCCC1 (configuration not stated)	-18	/	/	0	-1	/	-16	-1	-0.4
Cc1ccccc1N(C(=O)Cc1c[nH]c2ccccc12)C(C(=O)NC1CCCCC1)c1ccco1 (configuration not stated)	6	4	5	-2	-3	-1.0	-4	3	-0.4
COc1ccc(CNC(=O)Cn2nc3c(cc2=O)CCCC3)cc1	14	/	/	-7	-3	0.3	-1	2	-0.2
COc1ccc(CCNC(=O)CSC2=NS(=O)(=O)c3ccccc3N2)cc1OC	-15	-3	3	-3	-3	0.0	2	1	-0.2
O=C(N/N=C/c1c[nH]c2ccccc12)c1ccn[nH]1	-7	6	-2	-5	-3	1.6	-1	3	-0.1
Cc1cc(C)cc(N(CC(=O)NCC2CCCO2)C(=O)CN2C(=O)COc3ccccc32)c1 (configuration not stated)	14	24	5	-2	-3	1.8	-16	16	4.7

# Compounds were not picked by outcome (roughly 7.3% active in at least one column).
